Source: PubChem BioAssay
TDP1 cell CPT: DT40-hTDP1 cell growth loss with CPT; Potency, µM (top dose mostly 46.2 µM), inactives show at the top dose activity change, negative = growth inhibition, most hits filed as inhibitors; AID 686979; chicken DT40 Tdp1-/-;hTDP1 cells + 20 nM CPT, ATP luminescence, 48 h; hit rate 12% among 420,000; active means well fitted inhibition curve with a large enough effect; inconclusive means small, poorly fitted or top-dose-only effect; further: nearly all actives have a fitted effect of over 55% in size
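Chicken DT40 Tdp1-/- cells complemented with human TDP1, 400 cells/well, exposed to compounds plus 20 nM camptothecin for at least 48 h at 37 C; viability read as ATP content by CellTiter-Glo luminescence.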
The depositor's hits bear a star; u = inconclusive; [ ] = remark or other dose. On the % scale 0 is the no-effect control and ±100 the full control effect; potency means the concentration at half of the fitted maximal effect. This is a subset; count on the stated rates, not on these rows.

| nr | SMILES | TDP1 cell CPT |
| --- | --- | --- |
| 1 | CC(=O)c1ccc(OC2(C)CCN(Cc3ccc4c(c3)OCCO4)C2)cc1 (stereo not given) | -20% |
| 2 | OC[C@@H]1CN(Cc2ccc(-c3ccccc3)cc2)C[C@H](n2cnc3c(NC4CCCC4)ncnc32)O1 | 1µM* |
| 3 | CCN(c1ccc(OC)cc1)S(=O)(=O)N1CCCC(C(=O)NCc2ccc(OC(C)C)cc2)C1 (stereo not given) | 21µM* |
| 4 | C[C@H](CO)N1C[C@H](C)[C@@H](CN(C)S(=O)(=O)c2ccc3ccccc3c2)OCc2cnnn2CCCC1=O | 3% |
| 5 | O=C(NCC(O)c1nc2ccccc2[nH]1)c1cc2ccccc2[nH]1 (stereo not given) | -20% |
| 6 | O=C(Nc1nnc([C@H]2C[C@H](O)[C@@H](CO)O2)s1)c1cccc(Oc2ccccc2)c1 | -1% |
| 7 | CCOC(=O)N(C)c1c(CC)nc2c(OCc3ccc(S(C)(=O)=O)cc3)cccn12 | -20% |
| 8 | COc1cccc(Cn2cnc(-c3ccccc3OC)c2C2CC2)c1 | u |
| 9 | CCNC(=O)C1(C)CCN(C(=O)c2ccc(C(F)(F)F)cc2)C1 (stereo not given) | -10% |
| 10 | O=C(Nc1cccc(OC(F)(F)F)c1)c1cccc2c(-c3cccnc3)coc12 | 23µM* |
| 11 | CCCCNC(=O)C1(C)CCCCN1Cc1ccc2ccccc2c1 (stereo not given) | 23µM* |
| 12 | Cc1ccc(S(=O)(=O)N2CC3=C(C2)C2CC2(C)C3)cc1 (stereo not given) | -16% |
| 13 | CCOC(=O)C1(C)CCN1C(=O)/C=C/c1ccccc1 (stereo not given) | -24% |
| 14 | COc1cc(/C=C2/SC(=S)N(CCC(=O)Nc3cccnc3)C2=O)cc(OC)c1OC | u |
| 15 | O=C1NC2C3CC(c4ccccc43)C12 (stereo not given) | -1% |
| 16 | COc1ccc(-c2oc3c(c2-c2cnc(OC)nc2)C(O)CC3)cc1 (stereo not given) | u |
| 17 | C[C@@H]1CN([C@@H](C)CO)C(=O)CCCn2nncc2CO[C@@H]1CN(C)S(=O)(=O)c1cccc(C#N)c1 | -2% |
| 18 | Cc1ccc(-c2nc3ccc(C)cn3c2Cc2cccc(Cl)c2)cc1 | u |
| 19 | O=C(NC1CCCCC1)C(CCc1ccccc1)N1CCOCC1 (stereo not given) | 5% |
| 20 | CC1(C(=O)NCCCN2CCCC2=O)CCN1CCc1ccccc1 (stereo not given) | -22% |
| 21 | Nc1ncnc2c1ncn2[C@@H]1O[C@H](C(=O)NCC(F)(F)F)[C@@H](O)[C@H]1O | 4% |
| 22 | O=C(NCc1cccnc1)c1cc(C2CCCCN2C(=O)c2ccc3ccccc3c2)on1 (stereo not given) | u |
| 23 | Nc1[nH]c(C(=O)c2ccccc2)c(-c2ccc(C(F)(F)F)cc2)c1C(=O)NCc1ccc(Cl)cc1Cl | u |
| 24 | CC(=O)c1ccc(OCc2nnn(CC(=O)NS(=O)(=O)c3ccc(C)cc3)c2-c2ccccc2)cc1 | 0% |
| 25 | Cc1c(C(=O)NCc2ccc3c(c2)OCO3)sc(=O)n1Cc1ccc(-c2ccccc2)cc1 | u |
| 26 | Cc1ccc(NC(=O)COC(=O)CCc2c[nH]c3ccccc23)cc1 | -6% |
| 27 | O=C(N[C@H]1CC[C@H](CCNS(=O)(=O)c2ccc(Cl)cc2)O[C@@H]1CO)c1cccc(F)c1 | u |
| 28 | CC(c1nc2ccccc2c(=O)[nH]1)N1CCN(S(=O)(=O)c2ccc(F)c(Cl)c2)CC1 (stereo not given) | 18µM* |
| 29 | COCCNC(=O)C1(C)CCN(C(=O)c2cc(C)nn2C(C)(C)C)C1 (stereo not given) | 18% |
| 30 | CC1(Oc2ccccc2)CCN(Cc2ccc(-c3ccccn3)cc2)C1 (stereo not given) | u |
| 31 | COc1cccc(CNC(=O)[C@@H]2CCCN2C(=O)[C@H]2CCCCN2C(=O)c2ccccc2)c1 | -12% |
| 32 | O=P(O)(O)C(Sc1ccc(Cl)cc1)P(=O)(O)O | 0% |
| 33 | CCC(=O)N1CCC1(C)C(=O)Nc1cccc2cccnc12 (stereo not given) | 1% |
| 34 | O=C(OCc1cn([C@H]2C[C@H](c3ccc(Cl)cc3)N(CC3CCCCC3)C[C@@H]2O)nn1)c1ccccc1 | -14% |
| 35 | Nc1[nH]c(C(=O)c2ccccc2)c(-c2ccc(Cl)c(F)c2)c1C(=O)NCCc1c[nH]c2ccccc12 | u |
| 36 | COc1cc(CNc2ncnc3c2ncn3[C@H]2CN(CCN3CCOCC3)C[C@@H](CO)O2)cc(OC)c1OC | -3% |
| 37 | COc1ccccc1C#Cc1cnc2c(c1)C(=O)N([C@H](C)CO)C[C@@H](C)[C@@H](CN(C)C(=O)c1ccc3c(c1)OCO3)O2 | u |
| 38 | CCc1nc2c(OCC3COc4ccccc4O3)cccn2c1N(C)C(=O)c1ccc(OC)cc1 (stereo not given) | u |
| 39 | COc1ccc(NC(=O)CN2c3cccc4cccc(c34)S2(=O)=O)cc1OC | u |
| 40 | NCC1C2CCC(O2)C1CO (stereo not given) | 8% |
| 41 | CCCCNc1c(-c2ccc(SC(C)CC)cc2)nc2ccc(Cl)cn12 (stereo not given) | u |
| 42 | C=CCOc1ccc(C2NC(=O)c3ccccc3O2)cc1OC (stereo not given) | -14% |
| 43 | OCCN1CCN(c2ncnc3c2ncn3[C@H]2CN(Cc3ccc(-c4ccccc4)cc3)C[C@@H](CO)O2)CC1 | 5.2µM* |
| 44 | CC(=O)c1ccc(-c2cc(F)cc3c2OC(CNC(=O)c2ccc[n+]([O-])c2)C3)s1 (stereo not given) | 1% |
| 45 | COc1cc(C(O)c2nc(-c3cncnc3)cs2)ccc1F (stereo not given) | 13% |
| 46 | COc1cccc(NC(=O)C(=O)NCC2CCCN2S(=O)(=O)c2cccs2)c1 (stereo not given) | -46% |
| 47 | O=C(O)C(CCc1ccccc1)N1CCOCC1 (stereo not given) | -13% |
| 48 | Cc1ccc2nc(-c3ccc(F)cc3)c(Cc3cccc(Cl)c3)n2c1 | 21µM* |
| 49 | Oc1cc(-c2cccs2)cc2c1OCCN(Cc1cn[nH]c1-c1ccc(Cl)cc1)C2 | 18µM* |
| 50 | COc1cccc(C(=O)NCC2Cc3cccc(-c4nc(C)cnc4C)c3O2)c1OC (stereo not given) | 17%[9.04 µM] |
| 51 | Nc1ncnc2c1ncn2[C@@H]1O[C@H](C(=O)N2CCN(c3ccc(Cl)cn3)CC2)[C@@H](O)[C@H]1O | -26% |
| 52 | CSC12CCCN(CCC(C(C)(C)C)C1)C2=O (stereo not given) | 1% |
| 53 | Cc1ccc(N(Cc2ccccc2)C(=O)CSC(C)C(=O)Nc2cc(C)on2)cc1 (stereo not given) | u |
| 54 | CCOC(=O)N1CCN(C(C(=O)NC2CCCC2)c2cccc(OC)c2OC)CC1 (stereo not given) | 4% |
| 55 | CCCCCNC(=O)C(c1ccnc2ccccc12)n1c(=O)c(-c2cc3ccccc3[nH]2)nc2ccccc21 (stereo not given) | u |
| 56 | O=C(NCc1ccccc1)c1cc(C2CCCN(C(=O)C3CC3)C2)on1 (stereo not given) | 0% |
| 57 | CC(C)NC(=O)C1(C)CN(S(C)(=O)=O)CC(=O)N1CCCN1CCOCC1 (stereo not given) | -2% |
| 58 | CCc1nc2c(OCc3cccc(Cl)c3)cccn2c1N(C)C(=O)c1ccco1 | u |
| 59 | O=C1NC[C@@H](CCCCN2CCN(CC3CCCCC3)C(=O)C2=O)N(CCC2CCCCC2)C1=O | -1% |
| 60 | c1ccc2c(c1)Sc1cnccc1N2CC1CO1 (stereo not given) | 4.1µM* |

Molecules from the list above containing a furan ring, fused or not:
| nr | SMILES | TDP1 cell CPT |
| --- | --- | --- |
| 10 | O=C(Nc1cccc(OC(F)(F)F)c1)c1cccc2c(-c3cccnc3)coc12 | 23µM* |
| 16 | COc1ccc(-c2oc3c(c2-c2cnc(OC)nc2)C(O)CC3)cc1 (stereo not given) | u |
| 58 | CCc1nc2c(OCc3cccc(Cl)c3)cccn2c1N(C)C(=O)c1ccco1 | u |

Values by screen from above:
TDP1 cell CPT, entries 40 to 45 → 8%, u, -14%, 5.2µM*, 1%, 13%

Remaining list, next part:
| nr | SMILES | TDP1 cell CPT |
| --- | --- | --- |
| 61 | CC(C)C[C@@H](COCc1ccc(Cl)cc1)N1CCN(C(=O)c2ccc(Cl)cc2Cl)CCC1=O | u |
| 62 | Cc1ccccc1-c1cnc(C(O)c2ccc(-c3ccccc3)cc2)[nH]1 (stereo not given) | u |
| 63 | O=C(O)CN(CC(=O)O)CC1=CC2C(=CC1=O)Oc1cc(O)c(CN(CC(=O)O)CC(=O)O)cc1C21OC(=O)c2ccccc21 (stereo not given) | -21% |
| 64 | C[C@H]1CN([C@@H](C)CO)C(=O)CCCn2nncc2CO[C@H]1CN(C)S(=O)(=O)c1ccc(-n2cccn2)cc1 | 12% |
| 65 | CC(C)(C)c1ccc(C(=O)N2CCC2(C)C(=O)NCc2cccs2)cc1 (stereo not given) | 6.5µM* |
| 66 | COC(=O)C1=CN(c2ccc(C)cc2)C(N)=C(C#N)C1c1ccc(OC)cc1 (stereo not given) | u |
| 67 | Cc1ccsc1C(=O)OCC(=O)NCc1cccs1 | 5% |
| 68 | CN(C)C(CNC(=O)C1CC(=O)N(c2cccc(C(F)(F)F)c2)C1)c1ccccc1 (stereo not given) | -19% |
| 69 | COc1cccc(NC(=O)C2(C)CCN2C(=O)C2CCCCC2)c1 (stereo not given) | u |
| 70 | O=C1Nc2ccccc2N=C(c2ccc3c(c2)OCO3)C1N(CCc1ccccc1)C(=O)CSc1ncccn1 (stereo not given) | u |
| 71 | Cc1ccc(S(=O)(=O)N2C[C@H]3C(=O)C[C@@H](c4ccccc4F)N(S(=O)(=O)c4ccc(C)cc4)[C@H]3C[C@H]2c2cccc3ccccc23)cc1 | -10% |
| 72 | CCc1nc2c(OCCn3cccc3)cccn2c1N(C)C(=O)c1ccc(OC)cc1 | 6% |
| 73 | COc1cccc(C(O)c2ncc(-c3ccc(Cl)cc3)[nH]2)c1 (stereo not given) | u |
| 74 | O=S1(=O)C[C@@H](N2CCC[C@@H]2CO)[C@H](COCc2ccccc2)N1 | 3% |
| 75 | CCN(CC)C(=O)C1=C(C)N(CCCOC)C(=O)C(CC(=O)NCc2ccco2)C1 (stereo not given) | -2% |
| 76 | Cc1nc2ccc(C(=O)N(C)Cc3ccco3)cn2c1N(C)CC1CCCCC1 | 18µM* |
| 77 | COc1ccc2c(CC(=O)Nc3ccc4nc(N5CCOCC5)sc4c3)coc2c1 | u |
| 78 | CCN(C)C1CN(Cc2cn(CCCC(=O)OC)nn2)S(=O)(=O)C1 (stereo not given) | -8% |
| 79 | CC(C)C[C@H]1CN([C@@H](Cc2ccccc2)CN2CCC[C@@H]2CN2C(=O)C(=O)NC[C@@H]2Cc2ccc(O)cc2)C(=O)C(=O)N1CCc1ccccc1 | u |
| 80 | CCCCNC(=O)C1(C)CCCCN1C(=O)c1c(Cl)cccc1Cl (stereo not given) | u |
| 81 | COc1ccc(NC(=O)CN2C(=O)NC(C)(c3ccccc3)C2=O)cn1 (stereo not given) | -6% |
| 82 | Cc1cccc(C)c1-n1nnnc1C(c1ccnc2ccccc12)N1CCN(CC(=O)NC(C)C)CC1 (stereo not given) | -13% |
| 83 | COc1ccc(OC)c(-c2cc(Cl)c3c(c2)CC(CNC(=O)[C@@H]2CCCN2C(C)=O)O3)c1 (stereo not given in full) | 20%[9.04 µM] |
| 84 | C[C@H]1CN([C@@H](C)CO)C(=O)CCCn2nncc2CO[C@@H]1CN(C)Cc1ccc2c(c1)OCO2 | -4% |
| 85 | CCCCNC(=O)c1ccc2nc(CC)c(N(C)Cc3cccs3)n2c1 | 18µM* |
| 86 | CN(C)c1ccc(-c2csc(C(O)c3ccc(F)c(F)c3)n2)cc1 (stereo not given) | 16µM* |
| 87 | CC1(C)ON=C(c2ccc(C(F)(F)F)cc2)NC1=O | u |
| 88 | COc1cccc(-c2cc3nc(NCc4ccc(C)cc4C)n(C)c(=O)c3s2)c1 | u |
| 89 | Cc1nc(C(F)(F)F)ccc1C(=O)N1CCC1(C)C(=O)NS(=O)(=O)c1ccc(F)cc1F (stereo not given) | -12% |
| 90 | CC(=O)NC(c1ccc(F)c(F)c1)c1nc(-c2cccc(F)c2)cs1 (stereo not given) | 21µM* |

Part of the list above, with each value named:
47) O=C(O)C(CCc1ccccc1)N1CCOCC1 (stereo not given)
  TDP1 cell CPT = -13%

88) COc1cccc(-c2cc3nc(NCc4ccc(C)cc4C)n(C)c(=O)c3s2)c1
  TDP1 cell CPT = u

11) CCCCNC(=O)C1(C)CCCCN1Cc1ccc2ccccc2c1 (stereo not given)
  TDP1 cell CPT = 23µM*

60) c1ccc2c(c1)Sc1cnccc1N2CC1CO1 (stereo not given)
  TDP1 cell CPT = 4.1µM*

Next results.
| nr | SMILES | TDP1 cell CPT |
| --- | --- | --- |
| 91 | CCCNC(=O)C1(C)CCCN(C(=O)CN2C(=O)c3ccccc3C2=O)C1 (stereo not given) | 4% |
| 92 | COc1ccc(Cl)c(-c2cc(C(=O)Nc3ccc(C)c(NS(C)(=O)=O)c3)[nH]n2)c1 | u |
| 93 | C=CCC[C@H](CCCCC)OC(=O)/C=C/[C@H](O)[C@@H](O)C[C@H](O)CC=C | u |
| 94 | COc1ncccc1C(=O)N1CCCC(C(=O)Nc2cccc(-c3ccc(F)cc3)c2)C1 (stereo not given) | 21µM* |
| 95 | O=C1C=C(OCCCl)CC(c2cccc(Cl)c2)O1 (stereo not given) | 6% |
| 96 | CC(=O)Nc1ccccc1-c1nc(CNC(=O)c2ccc(Cl)cc2)c(C)o1 | -121% |
| 97 | Cc1c(Br)cccc1NC(=O)C1(C)CCN1CCc1ccccc1 (stereo not given) | u |
| 98 | CC(=O)Nc1cccc(-c2cc(NC=O)c3ncc(-c4cccc(C(C)=O)c4)n3c2)c1 | u |

Copied from the list.
no. 95 in TDP1 cell CPT has 6%
no. 94 in TDP1 cell CPT has 21µM*
no. 96 in TDP1 cell CPT has -121%
